# MEKK2 mut-MEK5 – MEK5 binding signal on mutant MEKK2 PB1, primary screen, biochemical, multiplex bead flow cytometry, Alexa488-MEK5. percent response, % at 10 µM. AID 1530, 2009. Alexa488-MEK5 binding to MEKK2 mutant. hit rate 0.35% among 290,000; in the data active = percent response above about 24%, passing the limit was not always enough; note: inactives centre near 1; some results filed as inactive read as strong as hits; reference of the scale not given here
# MEKK2wt PB1 HTS – modulators of MEK5 binding to wildtype MEKK2, primary screen, biochemical, multiplex bead flow cytometry, Alexa488-MEK5 | Mitogen-activated protein kinase kinase kinase 2 (Homo sapiens), Q9Y2U5 | Alexa488-MEK5 binding to MEKK2 WT; actives lie on both sides | binding response (% of control), % at 10 µM | hit rate 1.1% among 290,000 | AID 1531, 2009; in the data active = binding response below about 67% or above about 130%
# NALP1 inh – NALP1 inflammasome inhibitors in reconstituted yeast, colorimetric, S. cerevisiae, triplicate retest | inhibition, % at 10 µM | hit rate 0.61% among 280,000 | S. cerevisiae NALP1/ASC/caspase-1 growth, X-gal OD620, 72 h; in the data active = inhibition mostly above about 24%, no sharp cut-off; inactive = mostly below about 32%; note: some compounds called inactive have numbers as strong as hits
# OXTR ag – human OXTR agonists, primary screen, fluorescence, CHO-OTR cells, Fluo-8 calcium; Oxytocin receptor (Homo sapiens), P30559; Fluo-8 calcium fluorescence; normalized: DMSO 0%, oxytocin 100%; activation, % at 3 µM; hit rate 0.32% among 320,000; AID 2435, 2010;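 active = activation above the mean of all tested compounds plus 3 SD, cutoff set per screening run, cut at about 20% in these data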;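 note: peak over basal fluorescence ratio from a 100 s FLIPR kinetic read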
# Target sequence (P30559 whole entry, looked up): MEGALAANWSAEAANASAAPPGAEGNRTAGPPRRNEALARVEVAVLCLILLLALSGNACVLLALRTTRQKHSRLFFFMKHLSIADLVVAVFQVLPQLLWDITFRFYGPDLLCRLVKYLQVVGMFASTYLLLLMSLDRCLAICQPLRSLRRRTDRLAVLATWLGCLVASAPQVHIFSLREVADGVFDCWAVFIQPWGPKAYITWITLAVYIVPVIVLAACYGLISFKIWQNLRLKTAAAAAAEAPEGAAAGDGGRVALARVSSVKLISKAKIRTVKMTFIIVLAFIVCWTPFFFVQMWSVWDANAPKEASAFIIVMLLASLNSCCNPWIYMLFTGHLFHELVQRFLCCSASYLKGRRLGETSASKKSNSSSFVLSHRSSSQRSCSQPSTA
# PHOSPHO1 block – PubChem AID 1565; hit rate 1.1% among 290,000; inhibition, % at 13.3 µM; recombinant PHOSPHO1, absorbance phosphatase assay; Phosphoethanolamine/phosphocholine phosphatase (Homo sapiens), Q8TCT1; in the data active = inhibition above about 60%
# GPR7 antagonist – GPR7 receptor antagonists, primary screen, cell-based, fluorescence, single concentration | Neuropeptides B/W receptor type 1 (Homo sapiens), P48145 | GPR7-expressing cells, fluorescence antagonist assay | inhibition, % at 4.4 µM | hit rate 1.1% among 290,000 | AID 1861, 2009; in the data active = inhibition above about 16%, passing the limit was not always enough;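 note: cells stimulated with the agonist NPW; 0% = agonist with vehicle and 100% = vehicle without agonist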
# GalR3 antagonist – GalR3 antagonists in HEK293 cells, primary screen, cell-based, fluorescence readout | inhibition, % at 3 µM | HEK293 GalR3-CNG cAMP membrane potential fluorescence; galR3 body fused to GalR1 C-terminus | Galanin receptor type 3 (Homo sapiens), O60755 | hit rate 0.44% among 360,000;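 active = inhibition above the screen-wide average plus 3 SD, cut at about 13% in these data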;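 note: forskolin and galanin both at EC90 stimulate the cells; cAMP rise reported by CNG channel membrane potential dye signal; 0% = forskolin plus galanin with DMSO and 100% = forskolin alone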
# MEKK3 PB1 HTS – modulators of MEKK3-MEK5 PB1 binding, primary screen, biochemical, wildtype MEKK3, multiplex bead flow cytometry, Alexa488-MEK5; Mitogen-activated protein kinase kinase kinase 3 (Homo sapiens), Q99759; hit rate 1.4% among 290,000; binding response (% of control), % at 10 µM; bead-based flow cytometry, Alexa488-MEK5 binding to MEKK3; actives lie on both sides; 0 = blocked by unlabeled MEK5, 100 = vehicle; AID 1529, 2009;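 active = binding response more than 3 SD above or below the average of its plate-row segment, actives on both sides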;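 note: Alexa488 bead fluorescence after subtracting the streptavidin-only scavenger bead signal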
# Target sequence (Q99759 whole entry, looked up): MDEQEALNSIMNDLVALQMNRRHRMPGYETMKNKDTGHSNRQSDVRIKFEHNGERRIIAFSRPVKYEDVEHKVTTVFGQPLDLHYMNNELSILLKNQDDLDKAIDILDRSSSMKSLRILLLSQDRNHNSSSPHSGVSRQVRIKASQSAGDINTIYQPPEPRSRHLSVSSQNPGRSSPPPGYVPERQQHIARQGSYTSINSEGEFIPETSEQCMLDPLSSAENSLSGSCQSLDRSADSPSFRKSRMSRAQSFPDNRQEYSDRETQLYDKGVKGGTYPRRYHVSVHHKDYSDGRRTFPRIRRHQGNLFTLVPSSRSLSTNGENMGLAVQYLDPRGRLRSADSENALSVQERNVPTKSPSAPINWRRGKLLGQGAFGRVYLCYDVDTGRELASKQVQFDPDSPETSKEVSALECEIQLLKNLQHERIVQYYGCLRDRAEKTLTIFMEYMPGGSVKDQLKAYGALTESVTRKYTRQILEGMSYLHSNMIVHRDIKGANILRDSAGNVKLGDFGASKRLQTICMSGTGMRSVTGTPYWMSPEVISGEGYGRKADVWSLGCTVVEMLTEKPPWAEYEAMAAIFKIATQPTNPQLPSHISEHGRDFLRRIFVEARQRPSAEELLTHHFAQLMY
# V1R ag counter – agonists of human V1a receptor, primary screen, counter-screen for OXTR agonist project, fluorescence, CHO-V1R cells. hit rate 0.25% among 320,000. Fluo-8 calcium fluorescence, agonist mode; 0% DMSO, 100% 3 nM vasopressin. activation, % at 3 µM. AID 2797, 2010;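 active = activation above the mean activation of all tested compounds plus 3 SD, per screening run, cut at about 20% in these data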;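 note: signal is peak over basal fluorescence ratio across a 100 second FLIPR read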
# Starred values were filed as active, the others as inactive; . = not tested or not shown.
no.	smiles	MEKK2 mut-MEK5	MEKK2wt PB1 HTS	NALP1 inh	OXTR ag	PHOSPHO1 block
1	O=C(Oc1ccc(F)cc1)c1cccnc1	6	105	-3	0.4	28
2	Cc1cccc(C(=O)NNC(=O)c2cccc([N+](=O)[O-])c2)c1	-5	90	42	0.0	4
3	Cc1ccc(-n2nc(C)c3c(C)c(CCC(=O)NCc4ccco4)c(C)nc32)cc1	.	.	8	-2.2	-1
4	COc1cc(-n2c(=O)c3ccccc3n(CC(=O)c3ccccc3)c2=O)cc(OC)c1OC	-3	105	-3	0.0	-13
5	COc1ccc(C2CC(c3ccc(Br)cc3)=NN2C(=O)CSC2=NN3CCCC(=O)N=C3S2)cc1 (configuration not stated)	-1	101	9	0.5	10
6	CS(=O)(=O)NNC(=O)c1csc(Cc2c(Cl)sc3ccc(Cl)cc23)n1	8	108	.	4.3	13
7	CCOC(=O)N1CCN(Cc2nc(N)nc(Nc3ccc(C)cc3)n2)CC1	3	100	4	-1.1	3
8	Cc1nnc(NC(=O)c2ccc(S(=O)(=O)N3CCCCC3C)cc2)o1 (configuration not stated)	-3	95	-3	2.4	8
9	CCOc1ccc(OCC)c(NC(=O)C2COc3ccccc3O2)c1 (configuration not stated)	-4	101	39	-2.3	56
10	O=C(Nc1ccc(OC(F)(F)F)cc1)c1cnccn1	0	103	32	2.0	23
11	O=C(NC(=S)NCC1CCCO1)C(c1ccccc1)c1ccccc1 (configuration not stated)	31	103	21	-0.9	-12
12	O=C1CC(N2CCN(C/C=C/c3ccccc3)CC2)C(=O)N1CCc1ccccc1 (configuration not stated)	2	108	7	14	-11
13	O=c1oc(-c2cccs2)nc2sc3c(c12)CCCCC3	8	101	-13	-0.3	23
14	Cc1cccc2c1N(C(=O)CN1C(=O)c3ccccc3C1=O)C(C)(C)c1ssc(=S)c1-2	-3	86	15	-2.1	3
15	Cn1c(=O)cc(Nc2ccccc2)[nH]c1=O	9	105	6	-0.2	3

no.	GPR7 antagonist	GalR3 antagonist	MEKK3 PB1 HTS	V1R ag counter
1	-8	-4	106	0.7
2	-12	-1	100	1.4
3	.	2	.	-0.4
4	5	1	112	0.5
5	5	.	102	0.8
6	-3	-4	101	2.2
7	1	-4	100	0.2
8	7	4	97	0.7
9	-4	-4	100	-0.8
10	0	-8	99	1.2
11	-14	5	98	0.0
12	-2	-2	107	9.7
13	2	1	103	0.8
14	-14	-2	80	-0.8
15	2	0	102	0.4

# More entries follow.
no.	smiles	MEKK2 mut-MEK5	MEKK2wt PB1 HTS	NALP1 inh	OXTR ag	PHOSPHO1 block
16	COc1ccc(-c2csc(Nc3cccnc3)n2)cc1OC	6	107	-5	-3.0	24
17	CCCNc1nc2ccccc2n2c(C)nnc12	2	102	-1	-0.4	.
18	CC(Nc1nc(-c2ccc(Cl)cc2)cs1)c1nc2cc(Cl)c(N3CCCCC3)cc2n1CCOCCO (configuration not stated)	2	106	.	0.5	.
19	OC(c1nc2ccccc2[nH]1)C(O)C(O)C(O)c1nc2ccccc2[nH]1 (configuration not stated)	-1	97	.	0.8	22
20	COCCNC(=O)CN(C(=O)CCC(=O)Nc1ccccn1)c1ccc(F)cc1	10	115	-19	0.9	-10
21	CC(=O)c1ccc(N2CCN(C(=O)C3CCN(S(=O)(=O)c4ccc5c(c4)CC(C)N5C(=O)C4CC4)CC3)CC2)cc1 (configuration not stated)	0	102	17	1.1	42
22	O=S(=O)(c1ccc(-c2nnc(SCc3ccccc3)o2)cc1)N1CCCC1	-1	91	-6	-0.1	-12
23	Cc1cc(C(=O)Nc2cccnc2Cl)on1	-3	95	1	-0.6	-7
24	Cc1ccc2c(CC(=O)OC(C)C(=O)NCc3ccc4c(c3)OCO4)coc2c1 (configuration not stated)	0	97	14	4.2	-9
25	O=S(=O)(/N=C(\Sc1ccc(Cl)cc1)c1ccccc1)c1ccccc1	-3	84	-6	0.1	53
26	COc1cc(C(=O)Nc2ccc3oc(-c4cccnc4)nc3c2)cc(OC)c1OC	0	104	-16	-1.2	36
27	CC1CCN(c2c(NCc3ccc(C(=O)NCc4cccnc4)cc3)c(=O)c2=O)CC1	3	107	17	-0.3	-1
28	O=C(COc1cccc(NC(=O)c2ccco2)c1)c1ccccc1	-4	92	-8	-1.4	22
29	CCCc1nc2ccccc2c(=O)n1NC(=O)c1c(O)c2ccccc2[nH]c1=O	-13	82	25	-1.9	-34
30	O=C(N/N=C/c1cn(-c2ccccc2)nc1-c1cc2ccccc2o1)c1ccccc1Br	-1	92	.	-0.6	-4

no.	GPR7 antagonist	GalR3 antagonist	MEKK3 PB1 HTS	V1R ag counter
16	1	-1	102	-1.2
17	-19	-7	98	0.2
18	.	-6	102	0.9
19	-11	.	99	0.1
20	-6	0	115	1.3
21	3	-5	101	4.6
22	2	-3	92	-0.7
23	-14	-2	95	0.9
24	-10	-3	95	4.9
25	-18	-6	90	0.3
26	-6	-5	99	0.5
27	-4	0	111	-0.3
28	5	-2	86	3.5
29	7	-2	72	0.0
30	-6	2	80	1.4

# (continued)
no.	smiles	MEKK2 mut-MEK5	MEKK2wt PB1 HTS	NALP1 inh	OXTR ag	PHOSPHO1 block
31	COc1ccc2cc(-c3nc4ccccc4n3C)c(=O)oc2c1	4	100	34	1.2	4
32	O=C(c1cc(F)ccc1F)C1CCCN(C(=O)CCN2CCCCO2)C1 (configuration not stated)	-7	95	6	-0.6	-28
33	O=C(COC(=O)/C=C/c1cccs1)NC1CCCCC1	6	101	2	-0.2	51
34	CN(C)S(=O)(=O)N1CCC(Oc2cccc(C(=O)NCCCC3CCCC3)c2)CC1	3	103	22	6.6	26
35	CCCCOC(=O)Nc1cc(Cl)ccc1C	-2	100	40	-1.3	12
36	N#Cc1ccc(C(=O)NCC2CCCCC2)cc1	3	104	9	-0.3	29
37	CCOC(=O)c1[nH]cnc1C(=O)Nc1ccccc1OC	-9	101	-3	-2.3	31
38	CCCn1c(SCC(=O)Nc2cc(C)on2)nc2c1c(=O)n(C)c(=O)n2C	4	101	.	0.4	.
39	COC(=O)c1sc(NC(=S)NC(=O)c2ccccc2C)nc1C	-8	92	8	28*	20
40	Cc1c(C(=O)N2CCN(c3ccccn3)CC2)sc2ncnc(N3CCN(c4ccccc4)CC3)c12	-2	103	.	-2.5	.
41	Cc1ccc(CN2CCC(N3CCC(C(=O)NCC4CCCO4)CC3)CC2)o1 (configuration not stated)	1	99	13	-0.2	41
42	Cn1c(=O)c2c(nc(SCC(=O)O)n2Cc2cccc(C(F)(F)F)c2)n(C)c1=O	0	105	-12	0.1	-1
43	C/C(CC(=O)Nc1ccc2c(c1)OCCO2)=N\NC(=O)c1ccc([N+](=O)[O-])cc1Cl	-4	101	20	-0.8	-13
44	CCCSc1cc(NCCOC(=O)CCC)c([N+](=O)[O-])c2nonc12	0	103	19	-3.7	2
45	COCCN(CC(=O)Nc1cccc(C)c1)S(=O)(=O)c1ccc(S(=O)(=O)N2CCCC2)cc1	1	102	26	0.5	-2

no.	GPR7 antagonist	GalR3 antagonist	MEKK3 PB1 HTS	V1R ag counter
31	-20	-2	89	1.3
32	1	-5	97	0.8
33	-15	-3	100	0.6
34	34*	-4	102	7.8
35	-3	0	98	-1.2
36	-8	-4	103	0.5
37	-1	-3	105	0.0
38	-9	0	101	0.3
39	-6	-8	97	9.9
40	-10	-2	106	0.1
41	-4	-4	102	1.0
42	-12	-4	102	0.1
43	34*	-4	101	-0.9
44	-4	3	116	-0.1
45	-6	-3	98	2.6

# Single records, as listed above. Order of values: MEKK2 mut-MEK5	MEKK2wt PB1 HTS	NALP1 inh	OXTR ag	PHOSPHO1 block	GPR7 antagonist	GalR3 antagonist	MEKK3 PB1 HTS	V1R ag counter
# Results for `CCCSc1cc(NCCOC(=O)CCC)c([N+](=O)[O-])c2nonc12` : 0	103	19	-3.7	2	-4	3	116	-0.1
# Results for `N#Cc1ccc(C(=O)NCC2CCCCC2)cc1` : 3	104	9	-0.3	29	-8	-4	103	0.5
# Results for `CCOC(=O)c1[nH]cnc1C(=O)Nc1ccccc1OC` : -9	101	-3	-2.3	31	-1	-3	105	0.0
# Results for `COc1ccc2cc(-c3nc4ccccc4n3C)c(=O)oc2c1` : 4	100	34	1.2	4	-20	-2	89	1.3
# Results for `CCCCOC(=O)Nc1cc(Cl)ccc1C` : -2	100	40	-1.3	12	-3	0	98	-1.2

# New compounds follow:
no.	smiles	MEKK2 mut-MEK5	MEKK2wt PB1 HTS	NALP1 inh	OXTR ag	PHOSPHO1 block
46	O=C(COc1ccc(Br)cc1)NCCCNC(=O)c1ccncc1	4	103	-6	0.0	24
47	O=C(CCc1ccccc1)Nc1ccc(F)c([N+](=O)[O-])c1	-2	100	11	2.3	-18
48	COc1ccc(-c2c(C#Cc3ccccc3)c3ccccc3n2C)cc1	-1	90	15	-0.8	0
49	CC(=O)N1CCn2c3ccc(C)cc3c3cccc1c32	2	94	-82	-1.2	26
50	CCN1CCN(c2ccc(S(=O)(=O)N3CCOCC3)cc2NC(=O)COc2ccc(F)cc2Cl)CC1	3	110	18	1.1	13
51	Cc1cccc(C(=O)Nc2ccc(C(=O)N/N=C/c3cccc(C)n3)cc2)c1	-10	97	-1	1.5	15
52	CC(C)Oc1ccc(/C=C(/NC(=O)c2ccccc2)C(=O)NCCC(=O)O)cc1	0	106	5	-1.3	3
53	CCc1nnc(NC(=O)c2cc(-c3ccccn3)nc3ccccc23)s1	0	101	14	-1.2	20
54	O=C(N1CCCC1)C(F)(F)Oc1ccc(F)cc1	-1	98	-3	-2.2	30
55	CCCCN(CCCC)CCNC(=O)CN1C(=O)CSc2ccc(S(=O)(=O)N3CCOCC3)cc21	4	101	12	-0.5	4
56	CC(OC(=O)c1cc(S(=O)(=O)N(C)c2ccccc2)ccc1Cl)C(=O)Nc1ccc2c(c1)OCCO2 (configuration not stated)	2	110	26	-0.1	-5
57	CCC(=O)Nc1cccc(C(=O)OC)c1	-2	99	7	0.9	33
58	Cc1cc(C)n(S(=O)(=O)c2cc(Cl)ccc2Cl)n1	-8	94	-6	-3.1	18
59	Cc1ccc(S(=O)(=O)N2CCOC2CNC(=O)C(=O)NCC(C)C)cc1 (configuration not stated)	9	109	0	-0.4	62*

no.	GPR7 antagonist	GalR3 antagonist	MEKK3 PB1 HTS	V1R ag counter
46	-14	0	97	1.0
47	1	-2	100	4.2
48	-4	-3	100	-1.0
49	-7	-1	95	-0.6
50	1	-2	98	5.5
51	9	-9	99	3.5
52	11	-2	117	0.6
53	-6	-6	102	0.4
54	-8	-6	104	0.7
55	-6	-2	102	-0.1
56	-6	0	105	-0.2
57	-5	0	101	0.2
58	1	-4	100	-1.7
59	-10	-4	107	3.2

# Source: PubChem (several laboratories)
